# LmPK inh – LmPK (Leishmania mexicana) enzyme inhibition. Q27686. 0.37% of 290,000 active. purified LmPK, Kinase-Glo ATP luminescence, 1 h. Potency, µM (titrated, usually from 57.5 µM), for the others: top-dose activity change, negative = inhibition, usual class: inhibitors; also: potency is read from the fitted curve at half-maximal effect; % is scaled to controls: 0 for no effect and ±100 for the full control effect
# Target sequence (Q27686 whole entry, looked up): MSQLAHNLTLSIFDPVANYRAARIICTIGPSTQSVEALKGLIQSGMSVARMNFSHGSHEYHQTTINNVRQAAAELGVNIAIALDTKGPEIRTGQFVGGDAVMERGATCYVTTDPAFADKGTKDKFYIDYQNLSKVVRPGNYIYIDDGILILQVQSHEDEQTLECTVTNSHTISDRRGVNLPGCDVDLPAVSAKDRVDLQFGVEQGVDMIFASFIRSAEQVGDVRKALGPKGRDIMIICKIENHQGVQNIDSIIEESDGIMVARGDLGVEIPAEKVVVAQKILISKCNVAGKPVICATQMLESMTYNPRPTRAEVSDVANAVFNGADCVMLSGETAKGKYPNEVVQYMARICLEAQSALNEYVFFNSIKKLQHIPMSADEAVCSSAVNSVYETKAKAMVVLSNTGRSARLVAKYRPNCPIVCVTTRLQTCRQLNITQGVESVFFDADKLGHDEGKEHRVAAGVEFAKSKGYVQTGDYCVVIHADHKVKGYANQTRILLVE
#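 Screened at intermediate enzyme activity to detect both inhibitors and activators: LmPK at 0.1 nM, with a 0.5 nM enzyme column as activation reference. PEP 0.5 mM, ADP 0.1 mM; ATP detected by luminescence after 1 h.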
# Cycloheximide cs – counter-screen hit for Shiga toxin inhibitors, cycloheximide | cell reporter, cycloheximide protein synthesis inhibition counterscreen | max response, % | 12% of 300,000 active; in the data active = max response mostly above about 13%, no sharp cut-off; inactive = mostly below about 14%; also: read at 38.3 µM for the half of the compounds with a filed dose; 0% is about no effect
# Pf growth 96h – inhibits malaria parasite growth, 96 h. P. falciparum luciferase reporter growth, 96 h. Potency, µM (titrated, usually from 28.7 µM), for the others: at the highest dose activity change, negative = inhibition, most hits filed as inhibitors. 6.9% of 320,000 active. AID 504834; also: potency is read from the fitted curve at half-maximal effect; % is scaled to controls: 0 for no effect and ±100 for the full control effect
#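 Plates of compound plus infected erythrocytes (2% hematocrit, 0.05% parasitemia final) incubate 96 hours, 37 C, 5% CO2. Detection reagent added; reduced luminescence from the parasites' luciferase reporter flags inhibition.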
# TbPYK inhibitor – blocks Trypanosoma brucei pyruvate kinase. Q57TT1. TbPYK enzyme, Kinase-Glo Plus ATP luminescence, 45 min. Potency, µM (top dose mostly 76.8 µM), for the others: top-dose activity, negative = inhibition, actives largely listed as inhibitors. 0.12% of 410,000 active. AID 624173; also: potency is read from the fitted curve at half-maximal effect; % is scaled to controls: 0 for no effect and ±100 for the full control effect; nearly all actives have a fitted effect of over 50% in size
#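 TbPYK + substrate in 50 mM TEA pH 7.2, 100 mM KCl, 10 mM MgCl2, 0.05% BSA, 0.01% Tween-20; cpd pinned; ADP 130 uM final; 45 min RT; Kinase-Glo Plus 10 min; luminescence endpoint.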
# Pf growth 48h – inhibits P. falciparum growth in the first generation, 48 h; Potency, µM (top dose mostly 28.7 µM), for inactives: at the top dose activity change, negative = inhibition, actives largely listed as inhibitors; P. falciparum luciferase growth in erythrocytes, 48 h; 5.9% of 310,000 active; also: potency is read from the fitted curve at half-maximal effect; % is scaled to controls: 0 for no effect and ±100 for the full control effect
#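 Read-out is firefly luciferase luminescence from an integrated reporter in P. falciparum, so falling signal marks reduced parasite growth. Infected erythrocytes were at 2% hematocrit and 0.1% parasitemia (final) in Albumax-supplemented RPMI 1640.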
# AMA1-RON2 inh – disrupts binding of P. falciparum AMA1 to RON2 | AlphaScreen AMA1-biotinylated RON2 peptide binding | 0.2% of 360,000 active | Potency, µM (titrated, usually from 58.2 µM), without a hit: at the highest dose activity change, negative = inhibition, actives largely listed as inhibitors;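 also: potency is read from the fitted curve at half-maximal effect; 0% = vehicle wells and -100% = peptide control; nearly all actives have a fitted effect of over 45% in size; some results filed as inactive show a strong effect at the top dose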
#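 AMA1 (3D7) with his tag at 25 nM final met compounds first, then biotinylated RON2 peptide at 25 nM; detection used donor plus acceptor beads, 10 µg/mL apiece, read by AlphaScreen after 30 min at room temperature.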
# Shiga inhibitor – blocks Shiga toxin action in Vero cells; Vero cells, Shiga toxin protein synthesis inhibition reporter; inhibition, % at 38.7 µM; 9.2% of 290,000 active; AID 2315; in the data active = inhibition mostly above about 28%, no sharp cut-off; inactive = mostly below about 43%; also: 0% is about no effect
# Numbers without * were called inactive; ? = inconclusive; · = no result given; & = joins results of further samples; [ ] = dose if it differs, or a comment. Unless noted, calls follow the shape of the dose curve; as a rule, active = well fitted curve in the direction sought with a large enough effect; inconclusive = small, poorly fitted or top-dose-only effect, or another doubt; inactive = no such curve, though single readings can be large; an effect the other way counts as inactive or inconclusive.
Structure	Pf growth 48h	AMA1-RON2 inh	Pf growth 96h	Shiga inhibitor	LmPK inh	TbPYK inhibitor	Cycloheximide cs
Cn1c(=O)c(C=Nc2ccccc2)c(O)c2ccccc21	?	·	3%	1	-30%	·	13
COc1ccccc1N1CCN(S(=O)(=O)c2ccc3c4c(cccc24)C(=O)N3C)CC1	?	·	6%	-2	4%	·	-1
CCC(C)(C)n1nnnc1C(c1cccnc1)N1CCCC(C)C1 (configuration not stated)	?	-4%	5%	8	0%	-8%	-5
CCOc1ccc(/C=N/NC(=O)Cc2csc(Nc3cccc(C(F)(F)F)c3)n2)c(OCC)c1	57%[activator]	92%[activator]	38%[activator]	-14	1%	-17%	2
CCn1nnc(NC(=O)c2sc3ccccc3c2Cl)n1	389%[activator]	10%	-19%	66*	-2%	-1%	42*
COC(=O)c1ccc(=O)n(-c2ccc(OC)cc2)c1	10%	-15%	22%	11	-2%	5%	9
O=c1c(-c2ccco2)[n+]([O-])c2ccccc2n1OCc1ccccc1[N+](=O)[O-]	-15%	-5%	29%	65	6%	-4%	17
COC(=O)c1ccc(-n2nnnc2SCC(=O)Nc2ccccc2F)cc1	7%	-4%	?	-12	-2%	4%	-2
CCN(CC)CCNC(=O)c1cc2c(=O)n(C)c3ccccc3c2n1C	·	6%	17%	-7	15%	0%	-4
COc1ccc(NC(=O)CN(C)C(=O)c2ccc(=O)[nH]c2)cc1	-6%	-26%	-10%	-3	-3%	0%	12
CCn1ncc([N+](=O)[O-])c1C(=O)Nc1ccc(C)c(C)c1	-14%	-2%	?	-4	-9%	-1%	1
COc1cccc2cc(C(=O)Oc3ccccc3)c(=O)oc12	6%	4%	13µM*	-14	0%	2%	-2
CC(=O)N1CCC2(CC1)CC(=O)c1cc(OCC(=O)N3CCOCC3)ccc1O2	-4%	-7%	14%	7	2%	-1%	-1
CCCCn1c(N)c(N(CC(C)C)C(=O)CSc2ccc3c(c2)OCCO3)c(=O)[nH]c1=O	-29%	0%	?	·	·	-4%	·
Cc1ccccc1-n1c(=O)c2ccccc2n2cnnc12	9%	2%	·	-5	-2%	·	-3
CCN(CC)C(=O)c1[nH]cnc1C(=O)N[C@@H](CCCCNC(=O)OC(C)(C)C)C(=O)OC(C)(C)C	?	35%[activator]	?	14	5%	-4%	1
Cc1cccc(N2CCN(S(=O)(=O)c3cccc4nonc34)CC2C)c1 (configuration not stated)	-2%	-6%	-1%	21	0%[11.5 µM]	-2%	-3
C=CCN(CC=C)C(=O)COC(=O)c1ccc(Sc2ncn[nH]2)c([N+](=O)[O-])c1	4%	-4%	?	28	0%	-8%	-2
COc1ccc(C2C(C(=O)NCc3ccccc3)=C(C)Nc3ncnn32)cc1OC (configuration not stated)	6%	7%	·	7	-2%	-1%	7
COc1cccc(CNC(=O)CN(c2ccc(C(C)C)cc2)S(=O)(=O)c2c(C)noc2C)c1	-28%	15%	30%	-6	4%	4%&-3%	-3
COc1ccc(CN(CCC(c2ccccc2)c2ccc(OC(C)C)cc2)C(=O)CCl)cc1OC (configuration not stated)	?	-13%	3.7µM*	-9	-2%	-6%	10
C[C@H](NC(N)=O)C(=O)OCC(=O)Nc1ccc(OC(F)F)cc1	?	-3%	4%	6	1%	-2%	1
O=C(O)c1c(NC(=O)c2cccc3ccccc23)sc2c1CCC2	·	-8%	-8%	16	0%	3%	-2
c1ccc2c(CN3CCCCCCC3)c[nH]c2c1	?	-11%	·	-8	-2%	27%	0
COc1ccc(N2CCN(Cc3nc4c(c(=O)[nH]c(=O)n4C)n3CC(C)=O)CC2)cc1	-6%	7%	7%	30*	9%	-2%	-2

Structure	Pf growth 48h	AMA1-RON2 inh	Pf growth 96h	Shiga inhibitor	LmPK inh	TbPYK inhibitor	Cycloheximide cs
O=C(O)COCC(=O)N1CCc2c([nH]c3ccccc23)C1C(F)(F)F (configuration not stated)	-2%	-6%	52%[activator]	-3	-2%	-10%	-1
Cc1cccc(NS(=O)(=O)c2cc(C(=O)N3CCCCCC3)ccc2C)c1	?	-2%	?	-12	4%	-5%	1
O=C(NCC(=O)N(c1ccc(F)cc1)C(C(=O)NCC1CCCO1)c1ccccc1)c1ccco1 (configuration not stated)	13%	-6%	·	18	2%	-3%	10
COc1ccc(OCC(=O)N/N=C/c2ccc(N(C)C)cc2)cc1	22%	-23%	?	28	0%	-1%	26*
Cn1c(=O)n(/N=C/c2ccccc2)c2ccccc21	65%[activator]	9%	84%[activator]	45*	1%	-4%	13
CNc1c(NS(=O)(=O)c2ccc(Cl)s2)c(=O)oc2ccccc12	2%	6%	3%	18	1%	-4%	1
CN1CCN(C(=O)CCc2nc(-c3ccc(Cl)cc3)no2)CC1	10%	19%	24%	43	-1%	1%	7
CCOC(=O)C1=C(Cc2ccc(F)cc2)C(=O)c2ccccc2C1=O	·	-28%	8.3µM*	4	?	?	3
O=C(/C=C/c1ccccc1)NCc1ccc2c(c1)OCO2	9%	-16%	3%	34	4%	0%	22*
CCOc1ccc(N(CC(=O)NCc2cccs2)S(=O)(=O)c2c(C)noc2C)cc1	·	-2%	?	-14	-4%	-2%	-5
O=C(CN1CCN(Cc2ccccc2Cl)C1=O)NC1CCCCCCC1	·	0%	359%[activator]	-16	13%	2%	-2
NC(=O)C1CCN(C(=O)c2cc3n(n2)C(C(F)(F)F)CC(c2ccco2)N3)CC1 (configuration not stated)	7%	-8%	?	13	-1%	2%	9
CCOC(=O)c1c(NC(=O)c2cc3n(n2)C(C(F)(F)F)CC(c2cccs2)N3)sc(C)c1C (configuration not stated)	8%	8%	?	-3	4%	-3%	-8
NS(=O)(=O)c1cc(C(=O)N=Nc2c(O)[nH]c3ccccc23)ccc1Cl	10µM*	-7%	1.5µM*	12	-4%	3%	7
Cc1nn(CC(=O)c2ccc(Cl)cc2Cl)c(C)[n+]1N	?	11%	?	-6	3%	-3%	-1
Cc1ccc2c(CSc3nc4nc(C)cc(C)n4n3)cc(=O)oc2c1	?	-1%	?	-19	1%	3%	-2
Cc1nc2ccccc2n1CCOc1ccccc1	0%	11%	-26%	21	3%	1%	12*
COc1ccc(CNC(=O)C2CCC(CNc3nc(=S)[nH]c4ccccc34)CC2)cc1 (configuration not stated)	0%	·	3%	-5	5%	·	-3
Cc1cccc(C)c1Nc1nnc(SCc2cc([N+](=O)[O-])cc3c2OCOC3)s1	·	-3%	?	-6	5%	-11%	5
C=CCOC(=O)C1=C[C@@H](C2CCCCC2)C[C@@H](OCc2ccc(CO)cc2)O1	?	4%	?	11	5%	4%	0
O=C(NCCCN1CCCC1=O)c1ccc2c(=O)n(-c3ccc(F)cc3)c(=S)[nH]c2c1	-10%	·	-12%	32	-1%	·	-4
CCOc1ccccc1N(C)C(=O)c1cn(CC)c(=O)c2cc(OC)c(OC)cc12	-19%	-2%	0%	-3	0%	0%	1
CC(C)n1c(=O)[nH][nH]c1=S	1%	28%	0%	5	8%	3.5µM*	1
CCc1ccc(NS(=O)(=O)c2cc3[nH]c(=O)c(=O)[nH]c3cc2C)cc1	5%	-2%	?	-5	0%	0%	16
COCCn1c(SCC(=O)NC2CCCCC2)nnc1-c1ccco1	4%	5%	-2%	6	-2%	3%	-3

# Individual results from the results shown:
# CCOC(=O)c1c(NC(=O)c2cc3n(n2)C(C(F)(F)F)CC(c2cccs2)N3)sc(C)c1C (configuration not stated) @ Cycloheximide cs: -8
# Cc1cccc(NS(=O)(=O)c2cc(C(=O)N3CCCCCC3)ccc2C)c1 @ LmPK inh: 4%

# Limited to LmPK inh, for some of the entries so far:
structure	LmPK inh
CCOc1ccc(N(CC(=O)NCc2cccs2)S(=O)(=O)c2c(C)noc2C)cc1	-4%
O=C(CN1CCN(Cc2ccccc2Cl)C1=O)NC1CCCCCCC1	13%
NC(=O)C1CCN(C(=O)c2cc3n(n2)C(C(F)(F)F)CC(c2ccco2)N3)CC1 (configuration not stated)	-1%

# Single records, from the list above. Order of screens: Pf growth 48h	AMA1-RON2 inh	Pf growth 96h	Shiga inhibitor	LmPK inh	TbPYK inhibitor	Cycloheximide cs
# CNc1c(NS(=O)(=O)c2ccc(Cl)s2)c(=O)oc2ccccc12 is listed with 2%	6%	3%	18	1%	-4%	1
# CN1CCN(C(=O)CCc2nc(-c3ccc(Cl)cc3)no2)CC1 is listed with 10%	19%	24%	43	-1%	1%	7
# Cc1nn(CC(=O)c2ccc(Cl)cc2Cl)c(C)[n+]1N is listed with ?	11%	?	-6	3%	-3%	-1
# C=CCOC(=O)C1=C[C@@H](C2CCCCC2)C[C@@H](OCc2ccc(CO)cc2)O1 is listed with ?	4%	?	11	5%	4%	0
# CCc1ccc(NS(=O)(=O)c2cc3[nH]c(=O)c(=O)[nH]c3cc2C)cc1 is listed with 5%	-2%	?	-5	0%	0%	16

# Remaining list, next part.
Structure	Pf growth 48h	AMA1-RON2 inh	Pf growth 96h	Shiga inhibitor	LmPK inh	TbPYK inhibitor	Cycloheximide cs
Cn1nc(C(=O)Nc2ccc(S(=O)(=O)N3CCCCC3)cc2)ccc1=O	?	-15%	-18%	-26	3%	-1%	-3
COc1cccc(NC(=O)CN(C)CC(=O)NC(C)c2ccccc2)c1 (configuration not stated)	0%	11%	-9%	10	3%	29%	-1
COc1cc(NC(=O)c2cc3ccccc3o2)c(OC)cc1Br	-12%	-12%	?	12	2%	2%	0
CC(C)C(c1nnnn1Cc1cccs1)N1CCN(c2ccccc2)CC1 (configuration not stated)	-9%	-4%	-19%	-2	6%	1%	-5
O=C(NCc1cccnc1)c1cc(S(=O)(=O)N2CCOCC2)c(Cl)cc1Cl	1%	-2%	2%	·	·	-7%	·
Cc1cccc(NC(=O)CN2C(=O)/C(=C3\SC(=S)N(CC4CCCO4)C3=O)c3ccccc32)c1 (configuration not stated)	31%	-2%	38%[activator]	-3	-1%	0%	-3
Cn1c(=O)c2ncn(CC(=O)N=Nc3c(O)[nH]c4ccccc34)c2n(C)c1=O	12µM*	·	34%[1.15 µM]	15	-2%	·	9
Cc1ccc(S(=O)(=O)N2CCCc3ccccc32)cc1C	8%	5%	184%[activator]	23*	-3%	2%	17*
N=c1n(Cc2ccccc2)c2ccccc2n1CC(O)COc1ccccc1 (configuration not stated)	15µM*	-10%	9.3µM*	-15	-3%	7%	-8
CCN(CC(=O)NCc1ccc(F)cc1)CC(O)COCc1cccc(OC)c1 (configuration not stated)	-6%	-8%	-30%	3	5%	0%	-2
Cc1ccc(/C(O)=C/C(=O)C(=O)NNC(=O)C(O)(c2ccccc2)c2ccccc2)cc1	?	111%[activator]	5%	-1	-4%	1%	6
Cc1nc(CN2CCC(c3ccccc3)CC2)cc(=O)[nH]1	22%	0%	8%	15	-1%	1%	-1

# High-throughput results (PubChem)
